Compound activity: PubChem BioAssay, National Center for Advancing Translational Sciences (NCATS)
SMN2 splice enh: enhancers of SMN2 splice variant expression. HEK293 SMN2-luciferase splicing reporter, luminescence, 30-36 h. 210,000 compounds, 2.8% hits. AID 1458. Potency, µM (titrated, usually from 46.1 µM), for inactives: at the top dose activity change, positive = activation, actives largely listed as activators; note: % of control where 0% means no effect; nearly all actives have a fitted effect of over 55% in size
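HEK293 cells carry an SMN2 minigene-luciferase reporter in which exon 7 inclusion puts luciferase in frame. Cells were seeded at 2000 cells/well, attached for 10-12 hours, then exposed to compounds for 30-36 hours at 37C before ONE-Glo luminescence.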
HTT ATP protect: Huntington cell model cytoprotection by ATP luminescence. 230,000 compounds, 0.14% hits. Potency, µM (titrated, usually from 56.4 µM), for the others: cytoprotection (ATP increase), most hits filed as activators. AID 1471. PC12 HTT-Q103 induced, cytoprotection, ATP luminescence, 40 h;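 note: % of control where 0% means no effect; nearly all actives have a fitted effect of over 45% in size; toxic huntingtin expression switched on by the ecdysone agonist tebufenozide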
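Readout: ATPlite luminescence (ATP level). Model: stable PC12, inducible Htt exon1 Q103-GFP. Inducer: tebufenozide, 100 nM final. Compounds: dose series. No G418 in medium.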
Tau fluor counter: counter-screen for tau fibril formation inhibitors; Potency, µM (titrated, usually from 57.7 µM), for inactives: at the highest dose activity change, negative = decrease; 280,000 compounds, 0.93% hits; AID 1463; tau K18 P301L Alexa594 fluorescence, heparin fibrillization; note: % is set by controls: 0 for no effect and ±100 for the full control effect; nearly all actives have a fitted effect of over 55% in size
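Human tau K18 P301L (15 uM unlabeled, 0.24 uM Alexa 594-labeled) in 100 mM sodium acetate pH 7 with 20 uM heparin, 6 hr at 37 C. ThT 30 uM added, 1 hr ambient; Alexa 594 FP and total fluorescence read at 555/632 nm.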
KDM4E inh: inhibitors of human JMJD2E histone demethylase | B2RXH2 | JMJD2E catalytic domain, FDH-coupled NADH fluorescence (FDH is formaldehyde dehydrogenase) | Potency, µM (top dose mostly 57.1 µM), for the others: at the highest dose activity change, negative = inhibition, usual class: inhibitors | 230,000 compounds, 1.6% hits; active = well fitted inhibition curve with a large enough effect, not every such curve was filed as active; inconclusive = small, poorly fitted or top-dose-only effect, or another doubt; inactive = no such curve, though single readings can be large or run the other way;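 note: 0% = wells with enzyme and -100% = buffer wells without enzyme; nearly all actives have a fitted effect of over 50% in size; many of its hits are not listed in these tables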
Target sequence (B2RXH2 1-337 limits assumed): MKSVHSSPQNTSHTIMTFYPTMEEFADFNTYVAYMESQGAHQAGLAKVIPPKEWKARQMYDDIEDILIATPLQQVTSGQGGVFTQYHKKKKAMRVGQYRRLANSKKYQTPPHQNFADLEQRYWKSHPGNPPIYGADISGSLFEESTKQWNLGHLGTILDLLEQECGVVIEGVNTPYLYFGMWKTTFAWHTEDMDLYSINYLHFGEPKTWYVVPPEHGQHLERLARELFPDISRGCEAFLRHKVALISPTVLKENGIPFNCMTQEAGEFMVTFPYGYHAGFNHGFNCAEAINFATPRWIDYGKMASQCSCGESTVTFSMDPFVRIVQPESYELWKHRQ
ALDH1A1 block: ALDH1A1 (human) enzyme inhibition. 220,000 compounds, 7.3% hits. Purified ALDH1A1, NADH fluorescence, propionaldehyde substrate. Potency, µM (series often up to 75.3 µM), for the others: at the top dose activity, negative = inhibition, hits mostly inhibitors. P00352; active = well fitted inhibition curve with a large enough effect, not every such curve was filed as active; inconclusive = small, poorly fitted or top-dose-only effect, or another doubt; inactive = no such curve, though single readings can be large or run the other way;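 note: plate controls were no enzyme wells and a reference inhibitor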
Target sequence (P00352 whole entry, looked up): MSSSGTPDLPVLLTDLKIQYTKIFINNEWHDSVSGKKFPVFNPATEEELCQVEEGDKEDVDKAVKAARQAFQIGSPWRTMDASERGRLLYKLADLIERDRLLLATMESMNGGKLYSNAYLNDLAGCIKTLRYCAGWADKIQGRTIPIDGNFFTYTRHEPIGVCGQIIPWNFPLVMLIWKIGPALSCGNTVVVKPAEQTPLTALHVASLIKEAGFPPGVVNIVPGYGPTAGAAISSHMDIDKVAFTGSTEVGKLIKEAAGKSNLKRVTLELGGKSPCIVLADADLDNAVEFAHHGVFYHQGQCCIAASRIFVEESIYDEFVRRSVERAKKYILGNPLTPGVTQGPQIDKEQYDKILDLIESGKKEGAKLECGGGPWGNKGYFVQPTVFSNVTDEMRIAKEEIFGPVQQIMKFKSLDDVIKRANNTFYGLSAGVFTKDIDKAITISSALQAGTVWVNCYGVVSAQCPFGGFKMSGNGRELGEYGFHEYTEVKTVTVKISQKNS
Tau fibril FP: tau fibrillization inhibition (FP) | K18 P301L tau heparin fibrillization, Alexa594 FP, 6 h | P10636 | 280,000 compounds, 0.39% hits | Potency, µM (doses to about 57.7 µM), for inactives: at the top dose activity, negative = inhibition, actives largely listed as inhibitors; note: % is set by controls: 0 for no effect and ±100 for the full control effect; nearly all actives have a fitted effect of over 55% in size
Target sequence (P10636 561-689 P618L limits assumed): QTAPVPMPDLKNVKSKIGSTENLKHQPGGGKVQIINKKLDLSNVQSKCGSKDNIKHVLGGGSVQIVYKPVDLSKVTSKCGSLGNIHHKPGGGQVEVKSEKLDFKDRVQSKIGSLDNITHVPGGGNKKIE
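FP of Alexa 594-tau after heparin (20 uM) induction. Substrate: human K18 P301L, 15 uM unlabeled, 0.24 uM labeled. Buffer 100 mM sodium acetate pH 7. 6 hr, 37 C.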
Tau fibril ThT: blocks human tau fibril formation measured by thioflavin T; P10636; 270,000 compounds, 2.1% hits; recombinant tau K18 P301L (four-repeat tau fragment), heparin-induced fibrillization, ThT fluorescence; Potency, µM (series often up to 57.4 µM), without a hit: top-dose activity, negative = inhibition, most hits filed as inhibitors; note: % is set by controls: 0 for no effect and ±100 for the full control effect; nearly all actives have a fitted effect of over 55% in size
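Heparin-induced fibrillization of the P301L-mutant K18 repeat-domain fragment of human tau was followed by ThT binding in quantitative high-throughput format.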
HttQ103 aggreg: mutant huntingtin aggregation inhibition. PC12 HttQ103-GFP aggregates, Acumen cytometry, 40 h. Potency, µM (highest dose often 46.1 µM), inactives show top-dose activity change, negative = inhibition, usual class: inhibitors. 220,000 compounds, 1.1% hits. AID 1688; note: % is set by controls: 0 for no effect and ±100 for the full control effect; nearly all actives have a fitted effect of over 60% in size
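PC12/HTTQ103-GFP, ecdysone-inducible; teb 100 nM; cpd qHTS titration; GFP aggregates read on laser cytometer, Ex 488/Em 500-530 nm.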
* hit, by the source's call; ? = inconclusive; / = not tested or not shown; & = joins results of further samples; [ ] = dose if it differs, or a comment. Unless noted, calls come from the whole dose curve; as a rule, active = well fitted curve in the direction sought with a large enough effect; inconclusive = small, poorly fitted or top-dose-only effect, or another doubt; inactive = no such curve, though single readings can be large; an effect the other way counts as inactive or inconclusive. Potency is the fitted concentration of half-maximal effect. A portion of the library (hit frequency here may not be typical).

SMILES	SMN2 splice enh	HTT ATP protect	Tau fluor counter	KDM4E inh	ALDH1A1 block	Tau fibril FP	Tau fibril ThT	HttQ103 aggreg
CCC(C(=O)NC(C)(C)C)N(C(=O)Cn1nnc(-c2ccccc2F)n1)c1cnc2ccccc2c1 (stereo unspecified)	-11%	1%	-5%	6%	1%	2%	1%	8%
COc1ccc2[nH]c(C(=O)Nc3ccccc3Cl)cc2c1	/	2%[10 µM]	-14%	?	?	6%	?	-11%[9.22 µM]
CCCN1C(C(=O)c2ccccc2)=C(OC(=O)C(C)(C)C)c2ccccc2S1(=O)=O	-67%[inhibitor]	/	-16%	/	/	3%	-13%	/
Cc1nc(Cl)sc1C(=O)Nc1ccc(Cl)cc1	-8%	/	-8%	2%	-3%	-3%	-6%	-5%
COc1ccc(C(=O)COc2nc(C)cc(C)c2C#N)cc1	-11%	-21%	-10%	11%	-13%	2%	-3%	12%
COc1ccc2c(Cl)c(C(=O)N/N=C/c3c(C)[nH]c4ccccc34)sc2c1	/	33%[10 µM]	11µM*[quencher]	?	-1%	8%	4.5µM*	-21%
CCc1cc[n+](/C(C(=S)Nc2cccc(C)c2)=C(/[O-])c2ccc(C)c([N+](=O)[O-])c2)cc1	-8%	2%[10 µM]	-17%	-12%	?	12%	?	-2%
O=C(O)c1cc(S(=O)(=O)N2CCCCCC2)c(Cl)cc1Cl	-8%	-3%	0%	-5%	?	1%	-2%	-1%
CN(C)C(=S)Nn1c(-c2ccccc2)nc2ccccc2c1=O	-1%	15%[10 µM]	5%	-3%	-2%	0%	3%	-1%
CCS(=O)(=O)N1CCN(C(=O)c2ccco2)CC1	23%	22%	-6%	0%	0%	-5%	-5%	-25%
O=C(Nc1cnn(Cc2ccc(F)cc2)c1)c1cc(-c2ccco2)on1	-15%	21%	-15%	?	?	-5%	-6%	-16%
CC(C)(C)C(=O)Cn1ncc(NC2CC2)c(Br)c1=O	-11%	9%[10 µM]	3%	-2%	-2%	6%	0%	-5%
O=C(Nc1nnc(COc2ccc(Cl)cc2)s1)c1cccs1	10%	-1%[10 µM]	-10%	-4%	10µM*	?	-7%	11%
COc1cc(C)c(C(=O)Oc2cc(C)c(C(=O)O)c(O)c2C)c(OC)c1C	-7%	-14%[10 µM]	?	-10%&7%	4%&-3%	10%&13%	?	-8%[9.22 µM]
CCOC(=O)C(C)/C(C)=N/NC(=O)c1cc2ccccc2cc1O (stereo unspecified)	?	-1%[10 µM]	?	?	22%	-2%	?	?
Cn1ccnc1SCc1cn2ccccc2n1	?	0%	7%	3%	13%	2%	-2%	3%
COc1ccc(S(=O)(=O)N2CCCCCC2)cc1C(=O)OCC(=O)NC(N)=O	-6%	24%[10 µM]	-1%	-3%	?	1%	3%	-2%
CCNc1cc2oc(=O)c(CN3CCOCC3)c(C)c2cc1C	-21%	-28%	-12%	?	?	-2%	1%	-7%
O=S(=O)(c1cc(C(F)(F)F)ccc1Cl)N1CCN(c2ccccn2)CC1	/	-4%[10 µM]	-21%	-4%	/	-4%	-10%	11%[9.22 µM]
O=C(Nc1ccc(S(=O)(=O)NCC2CCCO2)cc1)c1ccc(Cl)cc1[N+](=O)[O-] (stereo unspecified)	-9%	-4%[10 µM]	-11%	20%	6%	7%	-3%	-11%
Cc1cc(-c2ccco2)n(CC(=O)NCc2ccco2)n1	-5%	-9%	-13%	4%	7%	-8%	-17%	2%
CCCOc1ccc(C(=O)Nc2nc(C)c(Cc3ccc4c(c3)OCO4)s2)cc1	-53%[inhibitor]	-27%[10 µM]	-19%	/	?	0%	-5%	-1%
COc1ccc(C(C(=O)OC(C)CN(C)C)c2ccccc2)cc1 (stereo unspecified)	3%	-3%	1%	6%	?	-11%	-1%	13%
CCN(CC)CCN1C(=O)C(=O)/C(=C(/O)c2ccccc2)C1c1ccccc1F (stereo unspecified)	8%	7%	-12%	-10%	-1%	-4%	-16%	27%
Cc1cccn2c(=O)c3cc(C(=O)N(C)C)n(C)c3nc12	-11%	3%	-7%	?	?	7%	-4%	?

Exported with two lines to a compound: part of the list above.
Under each structure – SMN2 splice enh	HTT ATP protect	Tau fluor counter	KDM4E inh	ALDH1A1 block	Tau fibril FP	Tau fibril ThT	HttQ103 aggreg
O=C(Nc1cnn(Cc2ccc(F)cc2)c1)c1cc(-c2ccco2)on1
  -15%	21%	-15%	?	?	-5%	-6%	-16%
CC(C)(C)C(=O)Cn1ncc(NC2CC2)c(Br)c1=O
  -11%	9%[10 µM]	3%	-2%	-2%	6%	0%	-5%

The results go on.
SMILES	SMN2 splice enh	HTT ATP protect	Tau fluor counter	KDM4E inh	ALDH1A1 block	Tau fibril FP	Tau fibril ThT	HttQ103 aggreg
CC(=O)c1ccc(N2CCN(C(=S)Nc3ccccc3)CC2)cc1	-5%	-17%[10 µM]	-23%	-23%	?	-15%	?	25%
CCCCc1ccc(CC(=O)O)cc1	-5%	0%	8%	-26%	14µM*	-3%	2%	-10%
Cc1nc(C(C)NC(=O)CCc2nnc(Cc3c[nH]c4ccccc34)o2)cs1 (stereo unspecified)	/	4%[10 µM]	3%	19%	10%	11%	-2%	9%[9.22 µM]
COc1cccc(N(C(=O)c2nc3nccc(C)n3n2)c2nc3ccccc3s2)c1	10µM*	-1%[10 µM]	-30%	-3%	0%	?	?	-17%
CC(C)CN(C(=O)COC(=O)C1c2ccccc2Oc2ccccc21)C1CCS(=O)(=O)C1 (stereo unspecified)	-22%	8%	-12%	2%	-17%	5%	-12%	-4%
COc1cc(CNCc2ccccn2)ccc1OCC(N)=O	6%	13%	-2%	-22%	?	2%	-10%	2%
O=C(NNC1=NCCC1)c1cccc(S(=O)(=O)N2CCCCC2)c1	/	-7%[10 µM]	-2%	2%	3%	-5%	-6%	4%
COC(=O)c1ccc(-c2noc(CN3CCCCC3c3nccn3C)n2)cc1 (stereo unspecified)	/	31%[10 µM]	-10%	-7%	5%	-3%	-13%	18%[9.22 µM]
CC1=CC(C)(C)Nc2ccc(C)cc21	6%	-7%	-10%	14µM*	?	9%	?	2%
O=C(OCCCN1C(=O)c2ccccc2C1=O)c1ccco1	-3%	11%[10 µM]	3%	11%	7%	-5%	-1%	16%
Cc1cc(C(=O)COc2ncnc3sccc23)c(C)n1C1CC1	7%	-10%[10 µM]	1%	-30%	20µM*	-3%	-2%	?
COc1ccc(NC(=S)NNC(=O)CNc2ccc(Cl)cc2)cc1	8%	-1%[10 µM]	-6%	?	10µM*	?	-17%	0%
Cc1ccc(S(=O)(=O)NC(C)(C)CSc2nnc(Nc3ccccc3)s2)cc1	-32%[inhibitor]	-35%	18µM*[quencher]	-2%	20µM*	4%	-17%	20%[9.22 µM]
COc1ccc(-c2oc3cc(OC)c(OC(C)=O)c(OC)c3c(=O)c2OC)cc1OC(C)=O	/	-39%[inhibitor][1.9 µM]	-11%	?	?	2%	-16%	/
COc1cc(OC)cc(-c2nc3ccccc3c(=O)n2OC(=O)c2ccc(C)c(C)c2)c1	5%[1.84 µM]	23%[10 µM]	-9%	?	6%	-14%	-15%	?
O=C(Nc1ccc2c(c1)OCO2)N1CCN(C/C=C/c2ccccc2)CC1	-24%	-13%[0.074 µM]	-11%	3%	0%	10%	-15%	-6%
CC1(C)C(c2cccs2)=[N+]([O-])C2(CCCCC/C2=N\NC(N)=S)N1O (stereo unspecified)	-9%	-1%	5%	-1%	-3%	-1%	3%	0%[1.84 µM]
CCc1cc(=O)[nH]c(SCc2ccc(C)cc2)n1	-12%	-14%	-5%	3%	-3%	-2%	-8%	-1%
O=C(CSCc1ccc(Cl)cc1)N1CCCCC1	?	4%[10 µM]	-4%	-2%	11µM*	3%	1%	-1%

Of the compounds above, 11 have an aryl methoxy group.
SMILES	SMN2 splice enh	HTT ATP protect	Tau fluor counter	KDM4E inh	ALDH1A1 block	Tau fibril FP	Tau fibril ThT	HttQ103 aggreg
COc1ccc2[nH]c(C(=O)Nc3ccccc3Cl)cc2c1	/	2%[10 µM]	-14%	?	?	6%	?	-11%[9.22 µM]
COc1ccc(C(=O)COc2nc(C)cc(C)c2C#N)cc1	-11%	-21%	-10%	11%	-13%	2%	-3%	12%
COc1ccc2c(Cl)c(C(=O)N/N=C/c3c(C)[nH]c4ccccc34)sc2c1	/	33%[10 µM]	11µM*[quencher]	?	-1%	8%	4.5µM*	-21%
COc1cc(C)c(C(=O)Oc2cc(C)c(C(=O)O)c(O)c2C)c(OC)c1C	-7%	-14%[10 µM]	?	-10%&7%	4%&-3%	10%&13%	?	-8%[9.22 µM]
COc1ccc(S(=O)(=O)N2CCCCCC2)cc1C(=O)OCC(=O)NC(N)=O	-6%	24%[10 µM]	-1%	-3%	?	1%	3%	-2%
COc1ccc(C(C(=O)OC(C)CN(C)C)c2ccccc2)cc1 (stereo unspecified)	3%	-3%	1%	6%	?	-11%	-1%	13%
COc1cccc(N(C(=O)c2nc3nccc(C)n3n2)c2nc3ccccc3s2)c1	10µM*	-1%[10 µM]	-30%	-3%	0%	?	?	-17%
COc1cc(CNCc2ccccn2)ccc1OCC(N)=O	6%	13%	-2%	-22%	?	2%	-10%	2%
COc1ccc(NC(=S)NNC(=O)CNc2ccc(Cl)cc2)cc1	8%	-1%[10 µM]	-6%	?	10µM*	?	-17%	0%
COc1ccc(-c2oc3cc(OC)c(OC(C)=O)c(OC)c3c(=O)c2OC)cc1OC(C)=O	/	-39%[inhibitor][1.9 µM]	-11%	?	?	2%	-16%	/
COc1cc(OC)cc(-c2nc3ccccc3c(=O)n2OC(=O)c2ccc(C)c(C)c2)c1	5%[1.84 µM]	23%[10 µM]	-9%	?	6%	-14%	-15%	?
